HSF1 inhib: HSF1 inhibition. NIH3T3-HGL HSE-luciferase, MG132-induced, luminescence 8 h; hits give low values. activity change, negative = inhibition, % at 7.5 µM (by protocol). 0.77% of 300,000 active. AID 2098;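 active = more than half of replicate wells show activity change below -50%, luminescence cut by over half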;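 note: luciferase reports HSF-1 transcriptional activity via heat shock element; 0% = median of DMSO wells and -100% = zero luminescence signal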
aSyn 5UTR inh: MLPCN primary screen, SNCA 5' untranslated region; alpha-synuclein 5'UTR reporter, inhibitor activity; inhibition, % (tested at 7.5 µM); 0.82% of 300,000 active; in the data active = inhibition above about 60%;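 note: H4 neuroglioblastoma cells stably carrying SNCA 5'UTR luciferase fusion; 0% = DMSO wells and 100% = positive control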
IEC-6 cytotox: IEC-6 cytotoxicity, counter-screen for KLF5 inhibitors; AID 1825; inhibition, % at 5 µM; 0.78% of 290,000 active; luminescence viability; in the data active = inhibition above about 22%;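 note: 0% = plate median of test compound wells and 100% = cytotoxic reference compound wells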
HSF1 activator: increases HSF-1 driven luciferase reporter signal. NIH3T3-HGL HSF-1 luciferase reporter, MG132, 8 h; 100% = twice DMSO control signal. activation, % at 9 µM. 1.7% of 300,000 active. AID 504408;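 active = mean replicate activation of at least 50% with a set share of replicates each reaching 50%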;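 note: 0% = median of the neutral control wells and 100% = twice that signal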
GSK3 alpha inh: blocks human GSK-3 alpha kinase. ADP-Glo luminescence, 60 min. inhibition, % at 10 µM. 0.1% of 320,000 active. AID 2650;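 in the data active = inhibition above about 50%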;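 note: GST-tagged GSK-3 alpha with peptide substrate and 25 µM ATP; 0% = DMSO neutral wells and 100% = GW8510 positive control wells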
Target sequence (P49840 whole entry, looked up): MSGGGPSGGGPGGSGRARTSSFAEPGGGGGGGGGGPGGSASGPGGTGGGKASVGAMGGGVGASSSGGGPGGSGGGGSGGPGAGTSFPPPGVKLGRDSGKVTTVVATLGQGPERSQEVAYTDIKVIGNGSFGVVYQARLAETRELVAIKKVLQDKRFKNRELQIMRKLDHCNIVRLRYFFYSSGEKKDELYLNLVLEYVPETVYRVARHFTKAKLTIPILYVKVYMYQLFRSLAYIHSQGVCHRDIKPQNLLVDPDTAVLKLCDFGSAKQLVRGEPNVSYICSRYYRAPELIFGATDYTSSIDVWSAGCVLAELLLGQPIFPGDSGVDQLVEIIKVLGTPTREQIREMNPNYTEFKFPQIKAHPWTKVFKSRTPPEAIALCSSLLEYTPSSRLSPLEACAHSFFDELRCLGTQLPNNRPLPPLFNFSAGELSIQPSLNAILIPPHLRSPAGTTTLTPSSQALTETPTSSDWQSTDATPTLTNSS
HSP90 refold inh: HSP90 refolding inhibition in rabbit reticulocyte lysate; luciferase refolding luminescence, 3 h; inhibition, % at 5.6 µM; 0.91% of 290,000 active; AID 1789;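 active = inhibition above the screen-wide mean plus 3 SD, computed separately per campaign, cut at about 16% in these data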;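 note: 0% = DMSO wells and 100% = 60 µM geldanamycin wells; inhibitors lower the luminescence because luciferase stays unfolded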
GSK3beta inhib: inhibitors of human GSK3beta kinase. P49841. GST-GSK3beta kinase, ADP-Glo luminescence, 60 min; hits give low values. activity score (negative = inhibition), % at 10 µM. 0.038% of 300,000 active. AID 2097;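 active = more than half of replicate wells score below -50%, meaning over 50% inhibition versus plate controls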;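 note: 0% = median DMSO wells and -100% = median GW8510 positive control wells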
Target sequence (P49841 whole entry, looked up): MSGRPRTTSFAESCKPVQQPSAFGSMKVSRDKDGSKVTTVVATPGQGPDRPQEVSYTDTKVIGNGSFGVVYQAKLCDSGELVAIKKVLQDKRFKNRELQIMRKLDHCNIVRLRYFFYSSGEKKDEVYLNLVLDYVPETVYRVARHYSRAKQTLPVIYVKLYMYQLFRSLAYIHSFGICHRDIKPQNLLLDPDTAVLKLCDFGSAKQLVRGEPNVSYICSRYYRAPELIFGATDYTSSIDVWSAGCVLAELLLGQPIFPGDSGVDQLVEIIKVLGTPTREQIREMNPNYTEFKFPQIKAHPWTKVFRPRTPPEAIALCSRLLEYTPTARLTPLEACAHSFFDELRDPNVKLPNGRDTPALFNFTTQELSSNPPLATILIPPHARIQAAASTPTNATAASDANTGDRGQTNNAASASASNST
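Test system – GST-tagged human GSK3beta kinase, cell-free · Incubation – 60 min enzyme reaction, room temperature · Signal – ADP-Glo luminescence · Also added – peptide substrate and ATP at 25 µM · Controls – DMSO neutral wells and GW8510 at 20 µM as positive · Buffer or medium – Tris/MgCl2 kinase buffer · Measure – Luminescence-derived activity versus plate DMSO and GW8510 wells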
Platelet DG rel: platelet dense granule release activity; human platelet-rich plasma, SFLLRN dense granule ATP release, luminescence; 0.22% of 300,000 active; inhibition, %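 (compounds screened at 7.5 µM in platelet-rich plasma)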;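 active = mean replicate score, as percent of positive control, at or above 50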
DYRK1A inh: inhibitors of rat Dyrk1A kinase | Q63470 | ADP-Glo luminescence, NFATc1 peptide | inhibition, % at 12.5 µM | 0.43% of 310,000 active | AID 504441; in the data active = inhibition above about 50%;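 note: plate controls were vehicle with enzyme for no effect and no enzyme for full effect; many of its hits are not listed in these tables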
KLF5 inhibitor: inhibitors of KLF5 expression. inhibition, % at 5 µM. DLD-1 KLF5 promoter-luciferase reporter, luminescence. AID 1700. 0.23% of 290,000 active;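 active = inhibition above a per-plate limit of that plate's mean compound inhibition plus 3 SD, cut at about 60% in these data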;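 note: 0% = DMSO wells and 100% = LY294002 at 200 µM; higher means less KLF5 promoter-driven luciferase light; inactives centre near -14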
The depositor's hits bear a star; · = not tested or not shown.

SMILES	HSF1 inhib	aSyn 5UTR inh	IEC-6 cytotox	HSF1 activator	GSK3 alpha inh	HSP90 refold inh	GSK3beta inhib	Platelet DG rel	DYRK1A inh	KLF5 inhibitor
Cc1cc(C)c(S(=O)(=O)n2cnc3ccccc32)c(C)c1	-6	11	-4	4	-4	5	0	-2	·	-40
CCOc1ccc(S(=O)(=O)n2ccc(C)n2)cc1	-12	15	-3	-16	-1	-3	·	-1	-1	-19
CCCOC(=O)/C(C)=N\NC(=O)c1ccco1	1	-21	-2	11	-7	-1	-2	-4	-8	-118
Cc1ccc(CNC(=O)C2CCC(=O)N(CCCN3CCOCC3)C2)cc1 (stereo unspecified)	2	-6	5	-21	-1	0	2	-6	2	-1
CCOc1cc(/C=N/NC(=O)c2ccc(-c3csc(Nc4ccc(C)cc4)n3)cc2)ccc1OCC(=O)O	·	·	3	·	·	1	·	·	0	-59
Cc1nc(SCc2ccccc2F)c2oc3ccccc3c2n1	-6	29	-12	8	-3	-3	0	-27	-2	-3
CC(C)N(Cc1ccccc1)C(=S)NC1CCCCC1	-3	-19	3	17	-3	3	-2	13	1	-25
Cc1onc(-c2ccc(Cl)cc2Cl)c1-c1csc(N/N=C/c2ccccc2Cl)n1	-15	35	12	-18	1	2	0	29	17	-2
Cc1c(C)n(Cc2ccc(Cl)cc2)c2ccc(C(=O)NCCN3CCOCC3)cc12	11	-11	-5	21	-1	-4	1	-10	1	9
CC1(C)Cc2c(C#N)c(NCc3ccco3)nc(-c3ccco3)c2CO1	-4	31	-6	4	-2	-2	-6	-116	5	-20
O=C(CCC1COc2ccccc2O1)Nc1cccnc1 (stereo unspecified)	14	-1	10	17	-2	3	-3	3	-1	-4
O=C(CN1C(=O)CSc2ccc(S(=O)(=O)N3CCCCC3)cc21)NCc1ccccc1	4	23	-6	22	5	2	-1	-9	-1	-40
CC(O)c1nc2ccccc2n1C(C)c1ccccc1 (stereo unspecified)	-1	-9	2	18	1	3	0	-4	3	-5
COc1ccc(-c2nn3c(=O)c(C)nnc3s2)cc1	-1	-1	0	-11	-1	-4	-6	1	5	-49
COc1ccc(NC(=O)C2CC(=O)n3cnnc3S2)cc1 (stereo unspecified)	-5	-2	4	5	1	4	-1	3	-2	-11
O=C(COC(=O)c1ccccc1F)c1ccc(-n2nncc2-c2ccco2)cc1	7	-24	0	12	-1	3	-2	-2	7	4
Cc1ccc(S(=O)(=O)N2CCN(c3ccccc3)CC2)c(C)c1	2	-17	-1	15	0	-3	0	-16	-1	-22
Cc1ccc(S(=O)(=O)NCCCCC(NC(=O)OC(C)(C)C)C(=O)O)cc1 (stereo unspecified) (tested in a mixture with another compound)	4	12	2	28	0	-1	4	3	5	-21
Cc1ccc(OCC(=O)Oc2ccc(C(C)C)cc2)cc1	-4	-14	2	-6	-2	-2	9	3	-6	-38
COc1ccc2[nH]c3c(=O)n(Cc4ccc(C(=O)NCC5CCCO5)cc4)c(=S)[nH]c3c2c1 (stereo unspecified)	1	12	-8	2	-2	-1	4	-8	1	-2
Cc1cccc(NC(=O)C2COc3ccccc3O2)n1 (stereo unspecified)	1	-71	-2	17	2	3	1	4	5	-20
COC(=O)c1cnc2c(c1C(=O)OC)c(=O)n(C)c(=O)n2C	-9	-6	-5	-2	2	-2	0	-6	0	-21
NS(=O)(=O)c1ccc(CCNC(=O)COC(=O)CCSc2ccc(Cl)cc2)cc1	-1	-17	10	0	0	-5	0	-57	-6	-16
O=C(c1ccc(CS(=O)c2ccccc2Cl)o1)N1CCOCC1 (stereo unspecified)	-6	13	-4	-7	1	-3	1	3	-1	-3
O=C(O)c1ccc(CSCc2ccccc2F)o1	-5	12	-6	6	-1	0	3	5	-4	-16
CSc1nc(N(C)NC(=O)c2ccccc2)c2ccccc2n1	-9	54	78*	-14	-2	-2	-1	2	5	76*
O=[N+]([O-])c1ccc(S(=O)(=O)NCCc2ccncc2)cc1	8	-30	-1	26	1	0	1	-1	-7	-17
O=C1OCC2=C1C(c1ccccc1)CC(=O)N2c1ccc(F)cc1 (stereo unspecified)	-3	16	-5	6	-2	-3	2	27	·	-26
CC(C)(C)c1cc(C(=O)NCCCn2ccnc2)cc(C(C)(C)C)c1	-3	8	9	-6	0	1	3	0	-1	2
CCCCOC(=O)/C(=C/C=C/c1ccccc1)NC(=O)c1ccccc1	16	-4	1	20	-2	-7	2	-3	-3	7

Just aSyn 5UTR inh, GSK3 alpha inh and DYRK1A inh, for 3 of the compounds above:
canonical_smiles	aSyn 5UTR inh	GSK3 alpha inh	DYRK1A inh
O=C(O)c1ccc(CSCc2ccccc2F)o1	12	-1	-4
CSc1nc(N(C)NC(=O)c2ccccc2)c2ccccc2n1	54	-2	5
O=[N+]([O-])c1ccc(S(=O)(=O)NCCc2ccncc2)cc1	-30	1	-7

Next part.
SMILES	HSF1 inhib	aSyn 5UTR inh	IEC-6 cytotox	HSF1 activator	GSK3 alpha inh	HSP90 refold inh	GSK3beta inhib	Platelet DG rel	DYRK1A inh	KLF5 inhibitor
CC(=O)c1cccc(Nc2c3c(nc4ccccc24)CCC3)c1	-3	75*	75*	-4	2	2	1	-1	2	65*
O=C(NCc1cccc(F)c1F)C1CCC(=O)N(C2CC2)C1 (stereo unspecified)	-3	-5	-9	-7	2	-2	-2	-15	-2	-49
C=CCOc1ccc(C2/C(=C(\O)c3ccc4c(c3)OCCO4)C(=O)C(=O)N2CCCN2CCOCC2)cc1 (stereo unspecified)	-2	1	1	6	6	3	5	7	2	-13
Cc1ccc(C(=O)C(C)OC(=O)CCN=C2NS(=O)(=O)c3ccccc32)cc1 (stereo unspecified)	1	0	·	12	1	·	-1	-13	5	·
O=C(CCN1CCN(Cc2ccccc2)CC1)NNC(=O)Cc1ccc(Cl)c(Cl)c1	0	-3	2	10	1	-2	3	-2	2	-17
CS(=O)(=O)Nc1ccc(S(=O)(=O)Nc2nccs2)cc1	-4	16	-3	-4	-9	1	2	-1	11	-3
Cc1nn(-c2ccccc2)c2nc(=O)n(-c3ccccc3)cc12	-9	1	-4	-27	2	-1	-1	-3	1	-31
CC(/C=C/c1ccccc1)=N\NC(=O)CSc1ccccn1	23	10	0	29	1	0	1	-1	-1	-13
NC(=O)c1cc(S(=O)(=O)NC2CCCCC2)co1	-9	-6	1	1	1	-2	4	-7	5	0
CCN1CCN(c2c(Cl)cccc2NC(=O)c2ccc([N+](=O)[O-])cc2)CC1	9	3	4	17	-1	1	1	0	3	-19
CCc1nc(N)c(C#N)c(-c2ccco2)c1C	3	22	3	6	-1	-1	2	15	0	15
CC(C)c1ccc(N(CC(=O)NCc2ccc(F)cc2)C(=O)c2snc(C(N)=O)c2N)cc1	0	0	-2	-17	2	3	-1	-1	1	-14
CCOC(=O)c1c(C)cc(=O)oc1C	2	-12	0	7	1	1	-3	-2	0	8
Cc1ccnc(NC(=O)CCC(=O)N(CC(=O)NCC2CCCO2)Cc2ccc(F)cc2)c1 (stereo unspecified)	·	·	-2	·	-1	-1	2	·	-4	-3
c1cncc(-c2nnc3sc(-c4ccco4)nn23)c1	3	5	-1	-1	0	3	-3	1	4	-37
COc1cccc(C(=O)NC2CC3CCCC(C2)N3CC(=O)Nc2ccccc2)c1 (stereo unspecified)	7	19	0	13	0	0	-16	-14	5	-27
CCOCCCNC(=S)NCCc1ccccc1	12	-40	0	16	6	2	-1	10	0	-37
COC(=O)c1nc2ccccn2c1F	-4	-17	4	-3	0	3	-2	-2	-5	15
Cc1csc(NC(=O)c2ccc(S(=O)(=O)N3CCCC3)cc2)n1	3	-62	-6	-6	-1	-3	-1	-5	-1	-21
CCn1cc(/C=C/C(=O)Nc2ccn(Cc3c(F)c(F)c(F)c(F)c3F)n2)cn1	1	-1	-1	-1	-1	3	0	0	-2	-10
O=S(=O)(NCc1ccccc1)c1ccccc1Br	0	-22	·	-9	0	·	1	9	-6	·
Cc1ccc(S(=O)(=O)N(C)C)cc1NC(=O)COC(=O)C1(c2ccccc2)CC1	-6	-1	·	3	-1	·	2	-2	5	·
O=C(Cc1c(Cl)cccc1Cl)NC1CC1	0	-7	3	-13	0	-1	2	1	-7	-30
CCSc1cc(N2CCCC2)nc(-c2ccc(F)cc2)n1	-3	20	1	4	4	-1	-1	-1	9	-18
Cc1cccc(OCC(=O)NNC(=O)Nc2cccc(Cl)c2)c1C	-9	9	0	-19	-1	-2	-4	-4	0	-24
C/C(=N\NC(=O)c1nnn(-c2nonc2N)c1CSc1ccc(C)cc1)c1ccco1	-2	-2	-3	7	-2	4	-6	28	-3	-11
CCC(=O)Nc1ccc2c(c1)nc(CN1CCN(C(C)=O)CC1)n2C	-4	2	-1	0	-1	-1	3	-4	0	-25
Cc1ccc(S(=O)(=O)NCCC(=O)Oc2ccc3ccc(=O)oc3c2)cc1	2	9	3	-1	-1	-2	0	-4	6	8
Cc1cccc(OCc2nnc(NC(=O)c3cccs3)s2)c1	-38	-2	0	-53	-5	5	1	1	4	-26
CCNC(=S)N(CCCO)Cc1cc2cc3c(cc2[nH]c1=O)OCCO3	-3	5	-6	10	-4	0	-1	9	-5	-19
COCC(C)n1c(C)cc(C(=O)COC(=O)CNC(=O)c2ccccc2)c1C (stereo unspecified)	-37	-10	3	-37	1	0	-2	-2	-5	-15
O=C(COc1ccc(Cl)cc1Cl)c1ccc[nH]1	21	-94	1	16	-1	1	-3	2	-4	-74
CC1(c2ccccc2Cl)NC(=O)N(CC(=O)c2ccc3c(c2)OCO3)C1=O (stereo unspecified)	-3	-12	·	10	-2	·	-2	3	0	·
CC(C)(C)c1cc[n+](-c2[nH]c(=O)sc2/C=N/NC([S-])=Nc2ccccc2)cc1	6	8	-7	-4	8	-4	-4	0	13	-9
CC(=O)OCC(=O)c1ccc2ccn(C(C)=O)c2c1	-1	-7	0	3	0	0	-3	4	-5	-20
Cc1cc(OCC(=O)NCC2CCC(C(=O)O)CC2)c2c(C)c(C)c(=O)oc2c1 (stereo unspecified)	-2	-22	3	-3	1	6	2	6	12	4
COc1cccc(NC(=O)C(c2ccccc2)N2CCNC(=O)C2)c1 (stereo unspecified)	-2	2	-5	-5	-2	0	-1	-1	-1	-35
COc1cc(/C=N/NC(=O)C2CCN(CC(O)COCc3ccccc3)CC2)cc(OC)c1OC (stereo unspecified)	3	13	-1	8	-1	-1	0	4	·	-7
CCc1nc(SCC(=O)NNC(=O)c2ccc(C)cc2)c2ccccc2n1	5	-7	5	-11	-1	2	0	·	0	-9
CCOC(=O)NC(=O)CSc1nc2ccc(C)cc2[nH]1	-9	-6	-6	5	2	1	1	-7	0	13
CC(=O)c1c(C)[nH]c(C(=O)OCC(=O)Nc2cc(C)on2)c1C	-4	10	0	5	-1	0	3	5	2	-2
Cc1ccccc1C(=O)Nc1ccccc1N1CCN(C(=O)c2ccccc2)CC1	8	13	-9	5	0	-1	1	6	11	-8
O=C(/C(N=Nc1cccc([N+](=O)[O-])c1)=C(/O)c1ccc(Br)cc1)C(F)(F)F	4	24	0	11	-2	4	-2	10	·	3
Cc1cc(=O)oc2ccc(OC(=O)CC(C)C)cc12	0	-3	0	-11	-4	-1	5	6	6	3

Screens (PubChem BioAssay)

These rows are one share of the data; rates above refer to the full screens.
